Screens (PubChem BioAssay)
ROMK primary: human ROMK K+ channel modulation, primary screen | P48048 | Tet-inducible ROMK, thallium flux fluorescence; actives lie on both sides | B-score at 10 µM | actives 2% (n = 130,000);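 active means signal ratio slope over the read window, or its plate-corrected B-score, at least 3 SD from the plate mean, either direction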;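 further: B-score of the F/F0 ratio slope over 7 to 12 s after thallium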
Target sequence (P48048 whole entry, looked up): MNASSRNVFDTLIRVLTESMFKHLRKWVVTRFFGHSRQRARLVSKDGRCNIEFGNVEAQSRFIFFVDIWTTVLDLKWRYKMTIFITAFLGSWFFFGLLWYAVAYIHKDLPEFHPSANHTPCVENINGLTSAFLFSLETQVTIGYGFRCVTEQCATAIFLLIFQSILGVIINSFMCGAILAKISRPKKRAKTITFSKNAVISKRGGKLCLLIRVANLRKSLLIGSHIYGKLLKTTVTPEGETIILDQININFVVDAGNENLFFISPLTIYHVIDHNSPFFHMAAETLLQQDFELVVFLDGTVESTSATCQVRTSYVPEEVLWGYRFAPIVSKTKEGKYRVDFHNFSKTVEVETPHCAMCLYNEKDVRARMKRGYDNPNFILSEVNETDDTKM
APP 5UTR inh: APP translation inhibition | SH-SY5Y APP 5'UTR-luciferase reporter, luminescence | inhibition, % at 2 µM | actives 0.82% (n = 190,000) | AID 1285;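 active means inhibition above a set limit, derived from the sample mean plus 3 SD, cut at about 45% in these data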; further: values of inactives mirror those of a sister screen read the other way
NF-kB expr up: raises NF-kB expression in human neuronal cells. AID 1239. fold change at 12.5 µM. NF-kB reporter expression; stronger effect = higher value. actives 1.6% (n = 190,000); in the data active means fold change above about 3.3
STAT1 blocker: STAT1 signaling inhibition; NIH 3T3 STAT1-luciferase reporter, IFN-gamma, luminescence; inhibition, % at 5.5 µM; actives 0.35% (n = 200,000);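 active means inhibition above a set limit, the mean inhibition across all tested compounds plus 3 SD, cut at about 34% in these data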;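 further: 0% = IFN-gamma with DMSO and 100% = IFN-gamma with 300 µM nifuroxazide; values of inactives mirror those of a sister screen read the other way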
APP 5'UTR act: APP 5'UTR luciferase reporter activation; SH-SY5Y APP 5'UTR luciferase reporter, luminescence; zero percent = DMSO vehicle wells; activation, % at 2 µM; AID 1276; actives 1% (n = 190,000);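 active means activation above a set limit, based on mean plus 3 SD of controls, cut at about 140% in these data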; further: values of inactives mirror those of a sister screen read the other way
FLuc stim CS: firefly luciferase counter-screen for stimulation assays; 200,000 tested, under 10 active; ATPlite luciferase biochemical, luminescence, 10 min; 0 = ATP-free wells, 1 = DMSO control; activation factor at 10 µM; P08659;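 active means luciferase activation factor, scaled between plate controls, of at least 2 with compound at 10 µM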
Target sequence (P08659 whole entry, looked up): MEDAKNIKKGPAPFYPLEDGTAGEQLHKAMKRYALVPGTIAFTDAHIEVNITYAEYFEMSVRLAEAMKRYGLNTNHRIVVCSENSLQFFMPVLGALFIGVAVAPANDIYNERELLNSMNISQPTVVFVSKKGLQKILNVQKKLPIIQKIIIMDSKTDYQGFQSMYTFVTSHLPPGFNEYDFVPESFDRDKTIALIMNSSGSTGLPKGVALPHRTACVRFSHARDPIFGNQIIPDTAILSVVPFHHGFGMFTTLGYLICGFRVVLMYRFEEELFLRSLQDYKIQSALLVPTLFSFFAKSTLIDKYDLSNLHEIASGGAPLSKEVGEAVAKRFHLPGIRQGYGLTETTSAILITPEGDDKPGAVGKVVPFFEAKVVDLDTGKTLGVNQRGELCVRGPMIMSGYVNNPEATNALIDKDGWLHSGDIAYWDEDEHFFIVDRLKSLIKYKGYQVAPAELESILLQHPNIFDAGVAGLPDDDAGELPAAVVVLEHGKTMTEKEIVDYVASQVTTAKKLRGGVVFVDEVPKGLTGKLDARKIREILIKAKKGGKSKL
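System: luciferase plus luciferin reagent, cell-free; medium: PBS as buffer for the ATP substrate; dosing: test compounds dosed from 2 mM stocks in 100% DMSO; timing: 10 min post-reagent at room temperature; measured by: luminescence measurement of luciferase light output; evaluation: luciferase activation, seen as luminescence increase over controls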
STAT3 act: activators of IL-6 induced STAT3 signaling. activation (% of control), % at 5.6 µM. AID 871. U3A cells, IL-6 STAT3-luciferase reporter, luminescence; 100% = signal with IL-6 EC80 alone. actives 0.91% (n = 190,000);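 active means activation above the screen-wide mean of compound activation plus 3 SD, cut at about 130% in these data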;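 further: 0% = background luminescence of wells with medium and substrate only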
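Detection: reporter luminescence signal / Assay system: STAT1-lacking human U3A cells, STAT3 luciferase reporter / Incubation: compound pre-incubation 1 h before IL-6, then 6 h stimulation at 37 °C / Control set: IL-6-only high control / Read-out: % activation relative to IL-6 control / Probe or stimulus: Interleukin-6, 33 ng/mL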
FLuc inh counter: Photinus pyralis luciferase inhibition counter-screen. actives 1.5% (n = 200,000). inhibition, % at 10 µM. ATPLite firefly luciferase biochemical luminescence, 10 min;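 active means inhibition above about 50% when tested at 10 µM, limit read from the data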
STAT3 inh: reduces IL-6 driven STAT3 reporter signal. actives 0.89% (n = 190,000). inhibition, % at 5.5 µM. U3A cells, IL-6 STAT3-luciferase reporter, luminescence; host cell line lacks STAT1;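 active means inhibition above the mean inhibition across all screened compounds plus 3 SD, cut at about 44% in these data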;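 further: 0% = DMSO only wells and 100% = 100 µM nifuroxazide control wells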
STAT1 activator: STAT1 signaling activation. actives 2.6% (n = 200,000). NIH 3T3 STAT1-luciferase reporter, IFN-gamma, luminescence; 100% = IFN-gamma alone, no compound. activation (% of control), % at 5.5 µM;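 active means activation above the screen-wide mean activation plus 3 SD, cut at about 130% in these data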;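 further: raw ratio to IFN-gamma control signal so 100% means no change and 0% no light; values of inactives mirror those of a sister screen read the other way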
An asterisk follows results filed as active; . = not tested or not shown.

SMILES	ROMK primary	APP 5UTR inh	NF-kB expr up	STAT1 blocker	APP 5'UTR act	FLuc stim CS	STAT3 act	FLuc inh counter	STAT3 inh	STAT1 activator
COc1ccc(C(=O)NCC(=O)OCc2cccc(Br)c2)cc1	-1.6	-5	1.1	6	5	1.1	87	-7	21	95
COC1(OC)C(=N/O)/C(=N\O)CCC1O (configuration not stated)	.	-5	1.3	-5	5	1.1	98	-7	6	104
Cn1ncc2c(N3CCOCC3)ncnc21	-0.056	5	1.1	1	-5	1.1	101	-9	4	99
CCOC(=O)NC(=S)Nc1ccc(OC)cc1	0.83	-24	1.3	-14	24	1	98	-4	8	111
Cc1ccc(NC(=S)NCC2CCCO2)cc1 (configuration not stated)	0.047	-8	1	-7	8	0.9	102	12	3	107
O=C(OCC(=O)N1CCN(C(=O)c2ccco2)CC1)c1ccccc1	-0.79	0	1.1	-17	0	1.1	112	-6	-7	114
COc1cc(S(=O)(=O)N2CCN(c3ccccc3F)CC2)ccc1Cl	-0.17	-12	0.95	-5	12	0.3	105	74*	-1	103
COc1cc2c(cc1OC)CN(CC(=O)Nc1ccc3c(c1)OC(F)(F)O3)CC2	2.5*	23	2	5	-23	1	109	-5	-3	96
O=C(NCCCN1CCOCC1)c1cc(-c2ccc3c(c2)OCO3)nc2ccccc12	.	.	0.79	-4	.	1	100	-4	9	104
c1ccc(-c2nc3ccccn3c2NC2CCCC2)nc1	-0.031	-3	1	1	3	0.9	93	7	13	99
Cc1cc(C(F)(F)F)nc(Nc2nc(C)c3ccccc3n2)n1	.	10	1	-6	-10	1	102	-3	0	105
CC(C)CCNC(=O)CCCOc1ccccc1	0.31	6	1.1	-2	-6	1	96	-4	10	102
COc1ccc(S(=O)(=O)NCC2CCCN(C(=O)c3ccccc3)C2)cc1 (configuration not stated)	0.18	-1	1.1	1	1	1	106	-1	0	97
O=C1C(CCCNC(=S)NCc2ccccc2)NC(=S)N1Cc1ccccc1 (configuration not stated)	0.4	4	1.1	8	-4	1	100	-5	-2	93
O=C(CCCc1nc2ccccc2s1)NCc1ccccc1	-0.44	9	1.7	-4	-9	1	102	-2	-4	104
COc1ccc(C2C(C#N)=C(N)Oc3c2c(-c2ccccc2)nn3-c2ccccc2)c(OC)c1OC (configuration not stated)	-0.44	-2	1.2	3	2	1	99	-3	2	96
Cc1ccc(NC(=O)Cn2nc([N+](=O)[O-])c(Br)c2C)cc1C	-0.043	1	0.86	-2	-1	1.1	102	-6	5	102
Cc1ccc(-c2cn3cccnc3n2)cc1NC(=O)c1c(-c2ccccc2Cl)noc1C	.	-1	1	2	1	1	97	-3	8	98
O=C(NCc1ccccc1)c1ccc2c(c1)C(=O)N(Cc1ccncc1)C2=O	.	10	1	-2	-10	1.1	99	-6	4	102
CC1CCN(C(=O)c2ccc(CSc3ccc(Cl)cc3)cc2)CC1	-1.4	6	1.2	-8	-6	1	105	-4	-2	107
O=C(Nc1cc(Cl)ccc1N1CCCCC1)c1cccs1	-1.4	2	1.2	3	-2	1	101	-1	4	97
CCOC(=O)C1CCN(CCC(=O)Nc2cccc(Cl)c2C)CC1	-0.42	3	0.83	0	-3	1	96	-4	12	100
Cc1ccc(NC(=O)Cn2nc(C)c(S(=O)(=O)N(C)C)c2C)cc1	-0.54	-11	1.1	11	11	1.1	102	-7	-3	90
Cc1cc(/C=C2/SC(=O)N(CC(=O)OC(C)C)C2=O)c(C)n1C	-0.52	-34	1.4	-26	34	1	92	-5	8	124
CCC(C)NC(=O)C1c2cc(OC)c(OC)cc2C(=O)N(C)C1c1cccs1 (configuration not stated)	.	-3	1	-2	3	1.1	103	-7	1	102

(further entries)
SMILES	ROMK primary	APP 5UTR inh	NF-kB expr up	STAT1 blocker	APP 5'UTR act	FLuc stim CS	STAT3 act	FLuc inh counter	STAT3 inh	STAT1 activator
COc1ccc(CCNC(=O)CN(c2cccc([N+](=O)[O-])c2)S(C)(=O)=O)cc1	-0.15	17	1	-1	-17	1.1	101	-9	0	99
CCCN1CCC(N(C)CCc2ccc(OC)c(OC)c2)CC1	.	-7	0.85	1	7	1	98	0	6	99
CCOC(=O)Cc1cc(=O)n2[nH]c(-c3ccc(Cl)cc3)cc2n1	-0.24	-6	1.6	5	6	0.4	100	57*	5	96
COc1ccc(C(=O)NCC(=O)NCC(=O)OCc2ccc(Br)cc2)cc1	-0.44	0	1.2	3	0	1	101	3	3	95
CN(C)c1ccc(C(=O)c2ccc(N(C)C)c(N)c2)cc1N	.	-4	1.5	-4	4	1	100	-4	0	103
COc1ccc(C)cc1-n1c(SCC(=O)Nc2cc(C)on2)nc2sc(C)c(C)c2c1=O	.	4	2.6	1	-4	1	97	-5	9	99
Cc1csc(SCC(=O)N2CCN(S(=O)(=O)c3ccc(Cl)cc3)CC2)n1	0.44	-10	0.99	-5	10	1.1	99	-7	4	105
Cc1nnc(SCCN2C(=O)c3ccccc3C2=O)[nH]c1=O	.	-15	1.1	14	15	1	94	-4	11	88
CCOC(=O)CNc1ncc(C(F)(F)F)cc1Cl	0.022	1	1.1	-7	-1	1.1	95	-6	13	107
COc1cc(C)c(S(=O)(=O)Nc2ccccc2F)cc1C	-0.45	1	1	-2	-1	1	96	-3	9	102
COC(=O)C1(c2ccccc2)NC(c2cccs2)C2C(=O)N(C)C(=O)C21 (configuration not stated)	.	-13	1	3	13	1.1	106	-7	0	97
COC(=O)C1SCC2C(=O)N(Cc3ccc(F)cc3)CC(=O)N21 (configuration not stated)	0.24	3	0.83	-5	-3	1	99	0	7	104
Clc1ccc(Cn2nnc(-c3ccc(CN4CCOCC4)cc3)n2)cc1	-0.0033	-4	1.1	-6	4	1.1	79	-6	26	105
CCN(CC)S(=O)(=O)c1ccc(C(=O)Nc2c3c(nn2C(C)(C)C)CS(=O)(=O)C3)cc1	.	3	0.53	-6	-3	1	103	0	0	105
COc1ccc2oc(=O)c(C(=O)NCc3ccccn3)cc2c1	0.93	-4	1.4	-3	4	0.9	101	6	2	101
COc1ccccc1/C=N/NC(=O)c1cccc(NC(=O)c2ccccc2Cl)c1	-0.86	-15	0.98	4	15	1	89	5	17	95
CCOC(=O)C1=NN(C(=O)Cc2ccccc2)C(O)(c2ccc(Cl)cc2)C1 (configuration not stated)	-0.022	-4	1.1	-7	4	1	99	3	6	106
CCSc1nnc(NC(=O)COc2cccc3ccccc23)s1	0.03	2	1.1	5	-2	1.1	115	-8	-20	95
COc1cccc(C(=O)O/N=C(\N)c2ccc([N+](=O)[O-])cc2)c1OC	.	.	2.7	-35	.	0.9	98	13	9	132*
CCOc1ccc(/C=N/NC(=O)CC(=O)NCc2ccccc2)cc1	.	-3	1.2	2	3	1	109	3	-7	96
O=CNCC(=O)NC1CCCCCC1	0.88	4	1	-5	-3	1	99	-1	6	104
COc1ccc(N2C(=O)C3C(C2=O)C2C=CC3C23CC3)c([N+](=O)[O-])c1 (configuration not stated)	0.06	-25	1.1	-14	25	0.9	99	6	12	112
O=C(NCc1ccco1)c1ccc(NS(=O)(=O)c2cccc([N+](=O)[O-])c2)cc1	0.26	8	1.2	-14	-9	1.1	102	-6	-2	114
O=c1[nH]c2ccccc2nc1CCc1ccccc1	-1.2	-15	1.1	-52	15	1	92	-5	12	145*
O=C(CN1C(=O)NC2NC(=O)NC21)N/N=C/c1ccc(F)cc1 (configuration not stated)	0.78	-2	0.92	-10	2	1	102	1	3	109

Three compounds out of the list above, sorted by the number in STAT3 act, lowest first:
| Structure | STAT3 act |
| --- | --- |
| CN(C)c1ccc(C(=O)c2ccc(N(C)C)c(N)c2)cc1N | 100 |
| COc1ccc(C(=O)NCC(=O)NCC(=O)OCc2ccc(Br)cc2)cc1 | 101 |
| O=C(CN1C(=O)NC2NC(=O)NC21)N/N=C/c1ccc(F)cc1 (configuration not stated) | 102 |

Entries listed so far printed as active in ROMK primary.
| mol | ROMK primary | APP 5UTR inh | NF-kB expr up | STAT1 blocker | APP 5'UTR act | STAT3 act | STAT1 activator |
| --- | --- | --- | --- | --- | --- | --- | --- |
| COc1cc2c(cc1OC)CN(CC(=O)Nc1ccc3c(c1)OC(F)(F)O3)CC2 | 2.5* | 23 | 2 | 5 | -23 | 109 | 96 |

Later entries.
SMILES	ROMK primary	APP 5UTR inh	NF-kB expr up	STAT1 blocker	APP 5'UTR act	FLuc stim CS	STAT3 act	FLuc inh counter	STAT3 inh	STAT1 activator
COc1ccc2cc3cc(C(=O)NCCCN4CCOCC4)oc3nc2c1	.	-2	0.91	-21	2	1	94	-2	16	119
CCOc1ccc(S(=O)(=O)Nc2ccc(S(=O)(=O)Nc3cc(OC)ccc3OC)cc2)cc1	-1.1	-5	0.78	3	5	1	99	-2	1	97
C/C(CC(=O)Nc1ccc(Cl)c(C(F)(F)F)c1)=N\NC(=O)c1cc2ccccc2cc1O	.	9	0.62	5	-9	0.9	96	8	4	95
C/C(=N\Nc1nccnc1Cl)c1ccc(F)cc1	-0.2	-93	0.87	-39	93	0.9	96	12	7	134*
O=C(O)Cc1ccc(NC(=O)c2ccc(Cl)c(Cl)c2)cc1	-0.0013	-5	1.1	4	5	0.7	97	31	11	95
COc1ccc2oc(=O)c(C(=O)NCC3CCCO3)cc2c1 (configuration not stated)	-0.47	16	1.3	10	-16	1	93	0	10	91
Cc1ccnc(NC(=O)CCC2COc3ccccc3O2)c1 (configuration not stated)	.	-1	0.92	-5	1	1	101	-3	2	102
O=C(Cc1ccc(F)cc1)NCCc1ccc(F)cc1	1.4	2	1.2	-1	-2	1	95	-4	12	101
O=C1NC(c2cc3c(cc2Cl)OCO3)Oc2ccccc21 (configuration not stated)	.	-2	1.3	6	2	1	93	-5	12	95
Cc1ccc(C(=O)Nc2c(C(=O)N3CCOCC3)cnn2-c2ccccc2)cc1	.	-16	0.9	3	16	1	92	-4	13	97
CCC(c1nnnn1C(C)(C)CC)N(CCCO)Cc1cc2cccc(C)c2[nH]c1=O (configuration not stated)	.	-1	0.79	8	1	1	96	-5	8	93
O=C(Cn1c(N2CCN(C/C=C/c3ccccc3)CC2)nc2ccccc21)c1ccccc1	-0.39	17	0.95	1	-17	1	99	-2	4	98
CNC(=S)N(C)c1ccccc1	.	5	1.2	-1	-5	1.1	104	-6	-4	101
COc1ccc(NC(=O)C2C3C=CC4(CN(Cc5cccnc5)C(=O)C24)O3)c(OC)c1 (configuration not stated)	-0.25	6	0.83	0	-6	1	97	1	3	100
Cc1ccc(NC(=O)C2C3/C=C\CCCCC32)cc1C (configuration not stated)	.	-9	1.4	-23	9	1	113	2	-11	121
C=CCNC(=S)NNc1nc2c(c(=O)[nH]1)C1(CCCCC1)Cc1ccccc1-2	.	-20	1.3	9	20	1.1	106	-8	-4	92
COc1cccc(C(=O)NCC(=O)N/N=C(C)\C=C\c2ccccc2)c1	0.79	-4	1.4	-2	4	1	92	2	13	101

Single records, as listed above:
Results for COc1cccc(C(=O)NCC(=O)N/N=C(C)\C=C\c2ccccc2)c1 = ROMK primary = 0.79; APP 5UTR inh = -4; NF-kB expr up = 1.4; STAT1 blocker = -2; APP 5'UTR act = 4; FLuc stim CS = 1; STAT3 act = 92; FLuc inh counter = 2; STAT3 inh = 13; STAT1 activator = 101
Results for O=C(Cn1c(N2CCN(C/C=C/c3ccccc3)CC2)nc2ccccc21)c1ccccc1 = ROMK primary = -0.39; APP 5UTR inh = 17; NF-kB expr up = 0.95; STAT1 blocker = 1; APP 5'UTR act = -17; FLuc stim CS = 1; STAT3 act = 99; FLuc inh counter = -2; STAT3 inh = 4; STAT1 activator = 98
